# S3 lipid droplet = qHTS Assay for Lipid Storage Modulators in Drosophila S3 Cells | Drosophila S3 cells, BODIPY lipid droplet fluorescence, 18-24 h; cells fed with added oleic acid | hit rate 0.64% among 320,000 | lipid storage change, negative = inhibition, % at the top dose, mostly 46.1 µM; hits show Potency in µM; active = well fitted inhibition curve with a large enough effect in the signal ratio, with a control signal flat, not every such curve was filed as active; inconclusive = small, poorly fitted or top-dose-only effect, or effect the other way, or a change in a side signal; the % refers to the signal ratio
#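 Drosophila S3 cells got compounds at several concentrations plus oleic acid (400 uM solution). Laser-scanning cytometry with 488 nm excitation read lipid droplets at 500-530 nm and cells at 575-640 nm. Percent activity was relative to 20 uM Triacsin C.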
# S3 lipid droplet cell count max = second read-out of S3 lipid droplet, no call of its own (marks repeat the call); cell number change, %; measured here: cell count max response;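 cells counted by Cell Tracker Red CMTPX staining in the red channel; peak over a dose series mostly up to 46.1 µM; percent activity relative to internal control wells on each plate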
# Starred values were filed as active, the others as inactive; i = inactive; u = inconclusive; x = no result given. % is scaled to controls: 0 for no effect and ±100 for the full control effect; potency is read from the fitted curve at half-maximal effect.
S3 lipid droplet	S3 lipid droplet cell count max	structure
u	x	CCOc1cc(-c2nnc(-c3ccco3)o2)cc(OCC)c1OCC
4%	9	O=C(O)c1ccccc1NS(=O)(=O)c1ccc(NNC(=S)Nc2ccc(OC(F)F)cc2)c([N+](=O)[O-])c1
0%	-2	O=C(Nc1nccs1)c1cccnc1Cl
14%	-7	O=C1C(=C2CCCCC2)SC(=S)N1Cc1ccco1
u	x	O=C(O)c1cccc(Nc2nc(-c3cccnc3)nc3ccccc23)c1
u	x	S=C(NC12CC3CC(CC(C3)C1)C2)N1CCOCC1
8%	-9	CC(=O)/C(=N/Nc1cccc(Cl)c1)Sc1nnc(C(O)c2ccccc2)n1-c1ccccc1 (centres undefined)
u	x	CCOC(=O)c1c(NC(=O)CSc2nnc(-c3ccco3)o2)sc(C(C)=O)c1C
u	x	CCCCCN(C(=O)COC(=O)c1ccc(Br)o1)c1c(N)n(CCCC)c(=O)[nH]c1=O
u	x	COc1ccc(N/C(C)=C/C(=S)Nc2ccccc2)cc1
u	x	CC1(c2ccc3c(c2)OCO3)NC(=O)N(CC(=O)Nc2ccccc2[N+](=O)[O-])C1=O (centres undefined)
u	x	COC(=O)CSc1nc(-c2ccccc2)c2c(c1C#N)CCCC2
u	x	CC(C)c1ccc(NC(=O)Cn2cccc2C2=NC(c3ccccc3)CO2)cc1 (centres undefined)
u	x	CC1=C(C(=O)Nc2ccccc2)C(c2ccco2)n2ncnc2N1 (centres undefined)
12%	4	Nc1c(Cl)ncnc1N/N=C/c1ccc(O)cc1
u	x	CCOC(=O)C1(C)NC(c2ccc(OC)c(OC)c2)C2C(=O)N(CC)C(=O)C21 (centres undefined)
u	x	Cc1cc2nc3n(c2cc1C)CC1CC(C(=O)NCc2ccccc2)N(C)C31 (centres undefined)
-1%	8	CC(NC(=O)CCCn1cc([N+](=O)[O-])cn1)c1ccccc1 (centres undefined)
u	x	COc1ccc(CNc2ccc(-c3ccccc3OC)nn2)cc1
u	x	Cn1c(=O)c2c(nc(CN3CCOCC3)n2CCc2ccccc2)n(C)c1=O
u	x	O=S(=O)(c1cccc(Cn2nnc(-c3ccc(F)cc3)n2)c1)N1CCOCC1
i	21	Cc1cc(Br)ccc1S(=O)(=O)NCc1ccccc1
19%	12	Cn1nc(C(F)(F)F)c(CNC(=O)C(C)(C)CCl)c1N1CCOCC1
-56%	-17	COc1ccc(C(=O)NCC(=O)N/N=C/c2cccnc2)cc1OC
2%	17	CCCCCCN=C1CC(C)(C)CC(=O)/C1=C(/O)CCC
i	-10	O=C(O)c1cc(N/N=C/c2cccc3ccccc23)ccc1Cl
u	x	CCCN1CCN(CCCNC(=S)Nc2ccc(OC)cc2)CC1
19%	-4	COc1ccc2[nH]c(C)c(C(=O)CN3CC(C)OC(C)C3)c2c1 (centres undefined)
i	-24	CCN(CC)c1ncnc2c1cnn2Cc1ccc(C)cc1
u	x	COc1ccccc1-c1cc(C(=O)N/N=C\c2cnn(C)c2C)c2ccccc2n1
u	x	O=C(CNc1cc(S(=O)(=O)N2CCOCC2)ccc1N1CCCC1)N1CCc2ccccc21
i	x	Cc1cc(C)c(C(=O)N2CCCC(N3CCN(c4ccc(F)cc4)CC3)C2)o1 (centres undefined)
u	x	O=C(Nc1nonc1-c1ccc(Cl)cc1)c1ccccc1
-3%	-11	CC(C)(C)NC(=O)CN(C(=O)c1csnn1)c1ccccc1-c1ccccc1
u	x	COC(=O)c1ccc(COc2ccccc2[N+](=O)[O-])o1
u	x	CS(=O)(=O)c1cccc(C(=O)Oc2ccccc2)c1
i	17	C=CCC1(CC=C)CCCN1C(=O)C1CCC(=O)N(CCc2ccc(OC)cc2)C1 (centres undefined)
u	x	COC(=O)[C@H](CCSC)NC(=O)Cn1ccc(N)nc1=O
u	x	NC(=O)Cn1nc([N+](=O)[O-])nc1Oc1ccccc1F
17%	x	Cc1ccc(C)c(/C=N/Nc2nc3ccccc3c(=O)n2O)c1
11%	6	Cc1ccccc1-n1c(SCc2cccc(F)c2)nc2[nH]ncc2c1=O
18%	1	CNC(=S)NNC(=O)COc1ccc(C)c(C)c1
7%	3	CCN(CC)C(=O)Cn1c(=O)n(-c2ccccc2)c(=O)c2sccc21
-14%	0	N#CCCN(C(=O)COC(=O)CCC(=O)c1ccc(F)cc1)c1ccccc1
13%	0	COCCSc1nnc(NC(=O)C(C)(C)C)s1
i	-6	CCn1ncc(S(=O)(=O)N2CCN(c3cccc(OC)c3)CC2)c1C
i	-18	CCN1CCN(c2nc(Nc3cccc(C)c3)nc(N)c2[N+](=O)[O-])CC1
u	x	C/C(=C(\C#N)C(=O)NCCCN1CCOCC1)N(C)C
20%	x	COc1ccc(NC(=O)c2cn3c(nc4ccccc43)c(C#N)c2C)cc1
-12%	-14	COc1ccc(CCN=CC2=C(O)CC(C)(C)CC2=O)cc1
u	x	Cc1ccc(C(=O)NNC(=O)c2ccc(S(=O)(=O)N(C)c3ccccc3)cc2)cc1
u	x	CNCc1c(OCc2ccccc2)ccc2ccccc12
18%	-2	CC(=O)N1c2ccccc2Oc2cc3ccccc3cc21
u	x	COCCCN(C(=S)Nc1cc(Cl)cc(Cl)c1)C(C)c1ccccn1 (centres undefined)
u	x	Cc1ccc(-c2cc(NC(=O)CCl)n(-c3ccccc3)n2)cc1
u	x	Cc1cccc(NCCNc2cccc(C)c2)c1
u	x	Cn1c(SCC(=O)NNC(=O)c2ccccc2O)nnc1-c1ccccc1
i	-26	COC(=O)CN1C(=O)COc2ccc(S(=O)(=O)NCc3ccc(F)cc3)cc21
-6%	-17	COCCNC(=S)N(CCc1c(C)[nH]c2ccc(Cl)cc12)Cc1cccs1
1%	1	COc1ccc(-c2nnc3ccc(SCC(=O)Nc4nc5ccc(C)cc5s4)nn23)cc1OC

# Continued; it opens with the 2 that closed the last part.
S3 lipid droplet	S3 lipid droplet cell count max	structure
-6%	-17	COCCNC(=S)N(CCc1c(C)[nH]c2ccc(Cl)cc12)Cc1cccs1
1%	1	COc1ccc(-c2nnc3ccc(SCC(=O)Nc4nc5ccc(C)cc5s4)nn23)cc1OC
12%	18	Cc1cccc(NS(=O)(=O)c2cccc(C(=O)NCc3ccccc3CN3CCOCC3)c2)c1
u	x	CCc1nc2ccc(C(=O)Nc3nnc(C)s3)cc2nc1CC
9%	x	Cc1cccc(NC(=O)CN2CCOCC2)c1C
u	x	CCN(CC)C(=O)C1CCCN(c2ccc([N+](=O)[O-])cc2/C=N/NC(=O)c2ccc([N+](=O)[O-])cc2)C1 (centres undefined)
u	x	CCCCOc1ccc(C(=O)Nn2cnnc2)cc1
u	x	Cc1nn(Cc2ccccc2)c(Cl)c1/C=C/C(=O)OCC(=O)NC(C)C(C)C (centres undefined)
-5%	-22	Cc1ccc2nc(-c3ccc(SCC(=O)Nc4cc(C)on4)nc3)[nH]c2c1
u	x	CC(C)C[C@H](N)c1nnc(S(=O)(=O)Cc2cccc(F)c2)o1
11%	-15	COc1ccc(C(=O)CSc2nnc(Cc3ccccc3)o2)cc1
-6%	3	Cc1nccn1CC(=O)O
u	x	Cc1cc(OCC(=O)Nc2cc(C(C)(C)C)on2)ccc1[N+](=O)[O-]
u	x	CCCCOCCCNC(=O)N[C@H](C(=O)O)C(C)CC (some centres undefined)
11%	7	COc1ccc(OC)c2[nH]c(C(=O)O)cc12
u	x	O=C(NC1CCCCC1)C1CC(=O)N(CCc2ccccc2)C1 (centres undefined)
-7%	x	Cc1cc(=O)oc2cc(NC(=O)c3ccccc3C(=O)O)ccc12
u	x	Cc1c(NS(=O)(=O)CC23CCC(CC2=O)C3(C)C)c(=O)n(-c2ccccc2)n1C (centres undefined)
-18%	6	Cc1[nH]c(=S)sc1Cc1ccc(F)cc1
u	x	O=C(Cc1ccccc1)Nc1cc(Cl)ccc1Sc1ccccc1
u	x	O=C(C1CCN(S(=O)(=O)c2cccc3nsnc23)CC1)N1CCCCC1
u	x	COc1ccc(NC(=O)C(=S)NC2CCCCC2)cc1
u	x	O=C(CCc1ccccc1)Nc1cc2c3c(c1)CC(=O)N3CCC2
u	x	CCN1CCN(c2ccc(S(=O)(=O)N3CCOCC3)cc2NC(=O)c2ccccc2SC)CC1
u	x	Cc1cc(N2CCN(c3ccc(F)cc3)CC2)n2ncnc2n1
u	x	COc1cc(/C=N/N2CCN(Cc3ccc(Cl)cc3)CC2)cc(Br)c1O
u	x	Cc1ccc(NCCC(=O)c2cccs2)cc1C
u	x	Cc1ccccc1C(=O)NC(C)C1CC2CCC1C2 (centres undefined)
u	x	COc1ccc(S(=O)(=O)N2CCC(C(=O)NC3CC3)CC2)cc1OC
-17%	-9	COc1ccc(S(=O)(=O)N2CCOCC2)cc1NC(=O)c1cccc2c(=O)c(C)c(-c3ccccc3)oc12
-8%	7	O=C(O)c1ccccc1-c1ccccc1C(=O)Nc1ccccc1
-8%	-16	Fc1ccc(CSc2ccc(-c3cccs3)nn2)cc1

# Sorted by length of the SMILES (lowest first): 15 of the compounds above.
S3 lipid droplet	S3 lipid droplet cell count max	structure
0%	-2	O=C(Nc1nccs1)c1cccnc1Cl
-18%	6	Cc1[nH]c(=S)sc1Cc1ccc(F)cc1
u	x	CNCc1c(OCc2ccccc2)ccc2ccccc12
18%	-2	CC(=O)N1c2ccccc2Oc2cc3ccccc3cc21
u	x	O=C(Nc1nonc1-c1ccc(Cl)cc1)c1ccccc1
-12%	-14	COc1ccc(CCN=CC2=C(O)CC(C)(C)CC2=O)cc1
17%	x	Cc1ccc(C)c(/C=N/Nc2nc3ccccc3c(=O)n2O)c1
-56%	-17	COc1ccc(C(=O)NCC(=O)N/N=C/c2cccnc2)cc1OC
-7%	x	Cc1cc(=O)oc2cc(NC(=O)c3ccccc3C(=O)O)ccc12
u	x	Cn1c(SCC(=O)NNC(=O)c2ccccc2O)nnc1-c1ccccc1
19%	12	Cn1nc(C(F)(F)F)c(CNC(=O)C(C)(C)CCl)c1N1CCOCC1
-14%	0	N#CCCN(C(=O)COC(=O)CCC(=O)c1ccc(F)cc1)c1ccccc1
-3%	-11	CC(C)(C)NC(=O)CN(C(=O)c1csnn1)c1ccccc1-c1ccccc1
u	x	CCN1CCN(c2ccc(S(=O)(=O)N3CCOCC3)cc2NC(=O)c2ccccc2SC)CC1
u	x	CCN(CC)C(=O)C1CCCN(c2ccc([N+](=O)[O-])cc2/C=N/NC(=O)c2ccc([N+](=O)[O-])cc2)C1 (centres undefined)

# Following part:
S3 lipid droplet	S3 lipid droplet cell count max	structure
u	x	COc1ccc(/C=C2\SC(=S)N(CCCC(=O)Nc3ccc(C(=O)O)cc3)C2=O)cc1OC
u	x	CC(C)CN(C(=O)c1cccc(Cl)c1)c1c(N)n(CC(C)C)c(=O)[nH]c1=O
16%	24	O=C(NCc1ccco1)C1CC(c2ccc(Cl)cc2)=NO1 (centres undefined)
-8%	5	CN(C)c1ccc(CNc2ncn[nH]2)cc1
0%	-14	O=C(NCc1ccco1)c1ccc(CS(=O)Cc2cccc(Cl)c2)o1 (centres undefined)
u	-9	Clc1ccccc1-c1nc(-c2ccncc2)no1
1%	3	O=C(COC(=O)c1ccccc1)Nc1ccccc1N1CCOCC1
u	x	O=C(Nc1ccccc1Br)C1CC(=O)N(c2ccc3c4c(cccc24)CC3)C1 (centres undefined)
i	14	Cc1ccc(NC(=O)CN2C(=O)CSc3ccc(S(=O)(=O)N4CCCCC4)cc32)cc1
19%	-4	CCCCOc1ccc(C2(C)CC(=O)NC2=O)cc1 (centres undefined)
-14%	x	CCN(CC)c1ccc(NC(=O)c2nc3nc(C)cc(C(F)F)n3n2)cc1
u	x	COc1ccc(C(=O)CC(c2ccccc2)C2C(=O)CCCC2=O)cc1 (centres undefined)
-12%	-12	CC1=CC(C)(C)n2c(O)c(N=NC(N)=S)c3cc(C)cc1c32
u	x	O=C1NC(=O)c2cc(NC(=O)C3CCCO3)ccc21 (centres undefined)
4%	-1	N#Cc1cccc(NC(=O)CSc2nnc(C3CC3)n2C2CC2)c1
10%	3	CC(=O)Cc1nsc(NC(=O)c2ccc(-c3ccc(Cl)c(C(F)(F)F)c3)o2)n1
u	x	N#C/C(=C\c1ccc(OCc2ccc(Cl)cc2)cc1)C(=O)Nc1cccc(C(=O)O)c1
-2%	19	CC1=NN2C(=N)/C(=C\c3cc(C)n(-c4cccc(C)c4)c3C)C(=O)N=C2S1
1%	x	CCOC(=O)NC(O)C(=O)c1ccc(F)cc1 (centres undefined)
u	x	O=C(Nc1nnc(Cc2ccccc2)s1)Nc1ccccc1F
9%	-1	COc1ccc(C2C3=C(CC(c4ccco4)CC3=O)Nc3ccccc3N2C(C)=O)cc1 (centres undefined)
u	x	CCCN1CCC2(CC1)C(C#N)=C(N)Oc1c2sc2nc(C)cc(C)c12
4%	1	CC1CN(Cc2nc3c(c(=O)[nH]c(=O)n3C)n2CCN2CCOCC2)CC(C)O1 (centres undefined)
3%	-1	COc1cccc(N2CC(C(=O)Nc3nnc(SCc4ccccn4)s3)CC2=O)c1 (centres undefined)
11%	-3	O=C(NC(Cc1cccc(F)c1)C(=O)O)C1CCCCC1 (centres undefined)
u	x	COc1ccccc1NC(=O)Nc1nc(CC(=O)N2CCN(c3ccc(F)cc3)CC2)cs1
-24%	27	COC(=O)C1=CN(c2ccc(OC)cc2)C=C(C(=O)OC)C1c1cccc(F)c1
u	x	O=C(NCC(c1cccnc1)N1CCOCC1)Nc1ccccc1 (centres undefined)
0%	15	COc1ccc(C2CC(=O)c3cnc(NC(=O)c4ccccc4)nc3C2)cc1OC (centres undefined)
u	x	O=C(Cc1ccc(Cl)cc1)NCCS(=O)(=O)N1CCN(c2ccccc2F)CC1

# Bioassay records as filed in PubChem BioAssay.

# An excerpt, so the mix of outcomes need not match the whole.
